# High-throughput results as filed in PubChem BioAssay.
# PLCb3 inh – PLC-beta3 (human) inhibition, primary screen. Purified PLC-beta3, fluorogenic substrate, fluorescence. inhibition, % at 12.2 µM. hit rate 0.18% among 370,000. Q01970. AID 720704; in the data active means inhibition above about 11%;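 further: 0% = median of compound wells on plate and 100% = full blocker control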
# Target sequence (Q01970 whole entry, looked up): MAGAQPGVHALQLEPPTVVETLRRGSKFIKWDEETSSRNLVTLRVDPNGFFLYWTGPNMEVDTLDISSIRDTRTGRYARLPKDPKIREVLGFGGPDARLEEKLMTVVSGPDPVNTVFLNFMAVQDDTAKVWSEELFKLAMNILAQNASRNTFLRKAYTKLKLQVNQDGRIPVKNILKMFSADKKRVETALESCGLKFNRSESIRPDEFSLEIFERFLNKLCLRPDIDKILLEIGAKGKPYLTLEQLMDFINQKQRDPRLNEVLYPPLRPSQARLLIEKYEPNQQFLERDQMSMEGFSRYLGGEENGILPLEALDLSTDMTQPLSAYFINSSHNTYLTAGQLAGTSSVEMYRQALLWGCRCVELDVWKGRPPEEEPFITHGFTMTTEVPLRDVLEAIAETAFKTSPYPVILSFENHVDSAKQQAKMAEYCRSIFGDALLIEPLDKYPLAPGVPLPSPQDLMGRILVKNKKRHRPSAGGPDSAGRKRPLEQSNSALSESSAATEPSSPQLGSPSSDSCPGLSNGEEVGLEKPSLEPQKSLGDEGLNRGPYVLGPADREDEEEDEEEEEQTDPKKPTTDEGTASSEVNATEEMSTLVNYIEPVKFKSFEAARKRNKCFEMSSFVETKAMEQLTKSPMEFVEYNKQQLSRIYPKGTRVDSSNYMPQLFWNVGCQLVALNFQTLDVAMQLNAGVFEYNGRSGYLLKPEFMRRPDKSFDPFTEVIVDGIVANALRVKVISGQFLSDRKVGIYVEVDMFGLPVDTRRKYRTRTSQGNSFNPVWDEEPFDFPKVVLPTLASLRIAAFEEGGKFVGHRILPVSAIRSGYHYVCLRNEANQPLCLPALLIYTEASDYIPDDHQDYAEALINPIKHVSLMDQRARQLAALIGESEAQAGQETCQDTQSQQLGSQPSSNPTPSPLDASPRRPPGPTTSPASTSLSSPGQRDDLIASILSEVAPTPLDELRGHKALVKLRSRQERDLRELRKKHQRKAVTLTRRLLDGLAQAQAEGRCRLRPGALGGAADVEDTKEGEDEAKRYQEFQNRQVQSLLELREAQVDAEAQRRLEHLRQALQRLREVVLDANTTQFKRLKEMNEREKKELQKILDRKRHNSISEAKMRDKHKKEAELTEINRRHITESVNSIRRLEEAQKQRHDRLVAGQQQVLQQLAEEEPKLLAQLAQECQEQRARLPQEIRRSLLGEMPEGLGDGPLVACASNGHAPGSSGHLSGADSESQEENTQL
# ARFGAP1 inh – inhibits rat ARF GTPase activating protein 1 | Q62848 | Arfgap1-stimulated ARF1 GTP hydrolysis, GDP FP detection | inhibition, % at 16.5 µM | hit rate 0.26% among 360,000 | AID 651572;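 active means inhibition above a per-plate limit, mean inhibition of low control wells plus 3 SD, cut at about 25% in these data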;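 further: 0% = DMSO wells with enzyme and 100% = wells lacking Arfgap1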
#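 Repeats: one replicate per compound; assay system: rat Arfgap1 catalytic domain, aa 1-136; times: enzyme reaction 120 min at 25 °C after 20 min preincubation; detection: FP of antibody-bound GDP Alexa 633 tracer, ex 620/em 688 nm; benchmarks: high control wells lacking Arfgap1, low control full reaction with DMSO; reagent: human ARF1(Δ1-17)-GTP substrate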
# ASAP1 inh – ASAP1 ArfGAP inhibition | Q9ULH1 | ASAP1-stimulated ARF1 GTP hydrolysis, GDP FP detection | inhibition, % at 16.5 µM | hit rate 0.19% among 360,000 | AID 624377; in the data active means inhibition above about 25%;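 further: 0% = vehicle with enzyme and substrate and 100% = no enzyme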
# ADAM10 inh – ADAM10 inhibition, QFRET primary screen. hit rate 0.62% among 370,000. inhibition, % at 7 µM. recombinant ADAM10, EDANS/DABCYL FRET peptide cleavage, 3 h. O14672;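 active means inhibition above a per-campaign cutoff equal to the mean of compounds falling between control-based bounds plus 3 SD, cut at about 20% in these data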;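 further: 0% = DMSO wells while the 100% control is not disclosed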
# SIAE primary – blocks human sialic acid acetylesterase | Q9HAT2 | SIAE FP-Rh probe binding, fluorescence polarization | inhibition, % at 9.66 µM | hit rate 0.69% among 370,000;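 active means inhibition above a cutoff: mean of compounds within the control limits plus 3 SD of those, cut at about 17% in these data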;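 further: 0% = plate median of compound wells and 100% = probe without SIAE protein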
# PLC-gamma1 inh – blocks human PLC-gamma1 enzyme activity | inhibition, % at 12.2 µM | P19174 | purified PLC-gamma1, fluorogenic substrate, fluorescence | hit rate 0.84% among 370,000 | AID 720700; in the data active means inhibition above about 9.5%
# TDP2 inh – TDP2 (human) inhibition, absorbance primary screen. recombinant TDP2, T5PNP hydrolysis, p-nitrophenol absorbance 415 nm. inhibition, % at 12.8 µM. hit rate 0.34% among 370,000;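 active means inhibition above the mean of all tested compounds plus 3 SD, set per campaign, cut at about 25% in these data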;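 further: 0% = DMSO with enzyme and 100% = buffer with substrate but no TDP2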
#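 Evaluation: % inhibition relative to enzyme-containing and enzyme-free wells. Material: recombinant human TDP2. Benchmarks: enzyme-free and DMSO wells. Timing: enzyme reaction with compound for 2 h at 37 °C. Compound dosing: 12.8 µM only. Measured by: p-Nitrophenol epi absorbance. Reagent: T5PNP substrate at 5 mM, a TopII-DNA adduct mimic. Replication: single well per compound.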
# DDE Tn7 FP inh – inhibitors of Tn7 peptide binding to human fibrin DD(E); P02675; FP displacement of FITC-Tn7 peptide from fibrin DD(E); 0% = median of compound wells per plate; inhibition, % at 8.3 µM; hit rate 0.13% among 370,000; AID 720508;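 active means inhibition above the mean of compounds falling within the control limits plus 3 SD of them, cut at about 14% in these data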;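 further: 0% = plate median of compound wells and 100% = 10 µM Aha-Tn7 peptide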
#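 System: human fibrin DD(E); quantity: Fibrin-DD(E) at 2 µM final; also added: fluorescent Tn7 probe at 0.1 µM; compound dosing: single nominal test concentration of 8.3 µM per compound; schedule: 10 min preincubation, 3 h with tracer, room temperature; detection: fluorescence polarization of the labelled Tn7 tracer; repeats: one replicate per compound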
# ADAM17 inh – inhibitors of human ADAM17 | hit rate 0.83% among 370,000 | recombinant ADAM17, EDANS/DABCYL FRET peptide cleavage | inhibition, % at 6.95 µM | P78536;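 active means inhibition above the mean of compounds lying between control limits plus 3 SD, set per campaign, cut at about 8.5% in these data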;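 further: 0% = DMSO-only wells as the low control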
# DDE Tn6 FP inh – DD(E)-Tn6 binding inhibition, primary FP screen. inhibition, % at 8.3 µM. Fibrin DD(E) TRITC-Tn6 fluorescence polarization displacement. P02675. hit rate 0.21% among 370,000;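 active means inhibition above a per-campaign cutoff: mean of compounds within control limits plus 3 SD, cut at about 15% in these data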;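 further: 0% = median of all compound wells on the plate and 100% = blocking peptide control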
# * hit, by the source's call; i = inactive.
SMILES,PLCb3 inh,ARFGAP1 inh,ASAP1 inh,ADAM10 inh,SIAE primary,PLC-gamma1 inh,TDP2 inh,DDE Tn7 FP inh,ADAM17 inh,DDE Tn6 FP inh
Cc1nc(SCC(=O)Nc2ccc(C)c(F)c2)c2oc3ccccc3c2n1,1,6,-1,1,6,1,1,-1,-1,3
O=C(NCc1cccnc1)c1ccc(S(=O)(=O)Nc2ccccc2)cc1,-4,4,2,6,-3,2,-4,2,1,-2
O=C(O)C1CCN(C(=O)c2cccc3ccccc23)CC1,-8,-9,17,-2,3,0,4,-1,-4,-5
COC(=O)CCC(=O)OC1(C)C(=O)C=C2C=C(C3CC3)N(Cc3ccco3)C=C2C1=O (configuration not stated),-127,6,11,-87,6,-113,17,7,-24,4
COc1cc2c(cc1OC)C(c1cccc([N+](=O)[O-])c1)=NCC2,1,-2,-9,-1,1,1,-3,-3,-7,1
Cc1ccc(C(C)C)cc1OCC(=O)N/N=C/c1ccc2c(c1)OCCO2,-3,0,-3,15,-2,1,-5,-7,8,0
O=S(=O)(c1cccc(-c2nnc(SCc3nc4ccccc4s3)o2)c1)N1CCOCC1,-23,2,-1,1,-11,-19,1,3,-2,-2
CCN(C(=O)COC(=O)c1cnc(C)cn1)C1CCCCC1,2,-1,-12,-12,-5,-1,2,-4,-2,-3
CCOC(=O)/C=C1\SCC(=O)N1CC(=O)NC(C)c1ccccc1 (configuration not stated),1,-1,-1,-2,11,-5,8,5,-1,6
CC(=O)Nc1cccc2c1C(=O)N(c1ccccc1OC(C)=O)C2=O,-8,7,6,-7,1,-5,9,-2,-5,6
N#CC(c1cccc(C(F)(F)F)c1)(c1ncc(C(F)(F)F)cc1Cl)N1CCOCC1 (configuration not stated),3,3,18,-1,5,-2,-5,-3,-2,-4
O=C(Nc1ccc2oc(-c3ccc(Cl)c(Cl)c3)nc2c1)c1ncn[nH]1,-7,11,5,-18,-6,-7,-1,-7,-8,0
c1coc(-c2nc3c4c5c(sc4ncn3n2)CCCC5)c1,5,-6,19,0,9,2,4,-10,-1,-3
CN(C)CCNC(=O)c1ccc(Cl)c2cc3ccccc3nc12,-113,-21,-5,-244,4,-89,-2,1,-44,-1
CCOC(=O)Nc1c(Cl)[nH]c(=O)n(C)c1=O,-9,-7,4,-16,5,-1,4,4,-4,-1
Cc1ccccc1NC(=O)COC(=O)c1c(-c2ccccc2)noc1C,-1,6,23,-14,-4,3,7,-2,-4,-1
CC(C)CCc1noc(CN(C)CCC2CCOCC2)n1,-11,-5,1,-2,-1,1,-15,0,-6,-1
COc1ccc(NC(=O)CNS(=O)(=O)c2cccs2)c(OC)c1,4,9,-4,5,-3,-2,-3,-6,-5,-1
Cc1cc(OC(=O)c2ccccc2Br)cc(=O)n1C,3,11,7,2,-1,-7,-21,-6,-4,-4
O=C(O)CC(c1cccc2ccccc12)n1cccc1 (configuration not stated),-6,-3,-4,0,3,-6,3,8,-7,5
CCCCOc1ccc(CC2CCC(=O)NC2=O)cc1 (configuration not stated),-5,-18,-1,-7,-2,4,-4,-7,-3,-5
Cc1cc(C)c(C(N)=O)c(Cl)n1,1,6,5,-8,-3,0,0,8,2,4
CC(C)C(N)c1csc(NC(=O)Nc2ccc(OC(F)(F)F)cc2)n1 (configuration not stated),0,15,6,-7,-14,1,0,6,-3,-5
CN(C(=O)CSc1nncc2ccccc12)c1ccccc1,-1,1,5,-12,6,-3,-1,0,-4,-10
c1ccc(SCCOCCN2CCc3ccccc3C2)cc1,2,1,10,8,-6,5,-13,-11,1,-2
CCCCn1c(=O)c2c(O)cc(=O)oc2c2ccccc21,-5,4,-3,0,10,-6,3,0,-1,-4
COc1ccc(C(C)NC(=O)C2CCCC2)cc1 (configuration not stated),-5,-4,-5,0,1,2,-1,-4,1,0
COC(C[C@H](O)C[C@@H](O)COCc1ccccc1)OC,0,4,3,3,-1,7,3,-4,0,5
O=c1c2ccc([N+](=O)[O-])cc2ncn1CCOc1ccc(Cl)cc1,-11,-1,1,-3,2,-6,8,-3,0,-2
COc1ccc(NC(=O)CCN2CCN(S(=O)(=O)c3cc(Cl)ccc3Cl)CC2)cc1,-3,22,8,2,-3,1,-4,0,-1,-3
Nc1cc(N)cc(-c2nc3ccccc3o2)c1,-65,-7,6,-30,25*,-46,-1,-1,-9,5
O=S(=O)(NC1CCCCC1)c1ccc(Cl)s1,2,8,5,1,4,-6,9,3,-4,0
Cc1ccc(C)c(C(=O)CN2Cc3ccccc3C2=O)c1,-8,3,-5,0,23*,-2,14,-1,2,0
Cn1c(=O)oc2cc(S(=O)(=O)NCCC(=O)NCCc3ccc(Cl)cc3)ccc21,-3,7,12,-5,-3,5,-18,-4,-3,-1
CCc1cccc(OCCOC(=O)CNS(=O)(=O)c2ccc(NC(C)=O)cc2)c1,-9,5,-1,3,7,5,-24,-2,-8,-6
NC(=O)c1ncn([C@@H]2O[C@H](C(=O)N3CCN(CC(=O)Nc4ccccn4)CC3)[C@@H](O)[C@H]2O)n1,1,-2,-8,-12,7,1,9,2,-6,-6
COC(=O)c1ccccc1N(C)S(=O)(=O)c1cc2c(cc1C)OCC(=O)N2,3,3,7,12,-2,1,4,-7,0,-4
COc1ccc(C2CC(=O)c3c(C)nc(N4CCN(c5ccccc5)CC4)nc3C2)cc1 (configuration not stated),-1,-1,8,0,2,-1,8,-7,-3,-8
COc1ccc(NC(=O)NNC(=O)C(C)Oc2ccc3ccccc3c2)cc1OC (configuration not stated),-5,0,-3,-4,0,-1,-2,7,-1,7
CCN(CC)S(=O)(=O)c1ccc(=O)n(CC(=O)N2Cc3ccccc3CC2C(N)=O)c1 (configuration not stated),-8,2,-7,0,-2,-1,4,-5,-7,-5
CCOC(=O)COc1ccccc1C1Nc2ccccc2C(=O)N1c1cccc(Cl)c1 (configuration not stated),-438,2,2,i,1,-443,4,0,-219,4
CCOC(=O)C1=C(c2ccccc2)N=C2SCC(=O)N2C1c1ccc(O)c(OC)c1 (configuration not stated),-1,-2,-3,11,-2,1,-6,-4,3,-5
Cc1onc(-c2c(Cl)cccc2Cl)c1C(=O)NC(=S)Nc1sc2c(c1C(N)=O)CCC(C)C2 (configuration not stated),1,7,-6,-4,2,-2,3,7,2,3
Cc1ccc(C(=O)c2c[nH]c(C(=O)NCCCN3CCOCC3)c2)cc1,-1,6,-9,-9,-2,-4,2,4,-5,0
CCOc1cc(/C=C2\SC(N3CCCCC3)=NC2=O)ccc1O,-275,-11,15,-11,-2,-198,-15,-14,-2,-3
CCOP(=O)(OCC)c1nc(-c2ccc(Cl)cc2)oc1NCc1ccccc1,-145,6,-8,-323,-5,-100,-12,-5,-83,-8
COc1cc(C(=O)OCC(=O)c2c[nH]c3ccccc23)ccc1OCC(=O)N1CCOCC1,3,5,0,-8,-8,-3,-1,-8,4,-5
O=C(c1ccccc1)n1nc(-c2ccccc2)nc1NCc1ccco1,0,7,16,-4,-1,-1,-6,-3,1,-4
O=C(O)c1ccc2c(c1)C(=O)N(N1C(=O)c3ccccc3C1=O)C2=O,-2,-1,-3,-4,6,-7,3,-7,-2,0
CCCCOCCCNC(=O)C[C@@H]1C[C@@]2(C(=O)OCC)CCCC=C2N(Cc2cccc3ccccc23)C1=O,4,1,12,19,-4,3,0,1,7,-5
Cc1c(C(=O)NCc2ccc(C#N)cc2)sc(=O)n1Cc1ccc(C(=O)N(C)C)cc1,2,5,4,-12,2,-1,-5,-4,-4,2
C/C(=N\NC(=O)COc1ccc(C)cc1Br)c1cc([N+](=O)[O-])cs1,-2,2,-1,6,-5,4,-14,-4,8,-5
O=C(Nc1nnc(-c2ccc(Cl)cc2)o1)C1=COCCO1,-23,-2,6,1,6,-1,10,-3,2,-6
COc1ccc(/C=C(\C#N)c2n[nH]c(Cn3cncn3)n2)cc1,0,5,-6,4,-2,-2,-6,2,0,6
Cc1ccc(OC2CCN(C(=O)[C@H]3O[C@@H](n4ccc(=O)[nH]c4=O)[C@H](O)[C@@H]3O)CC2)cc1,3,2,5,0,-3,1,3,2,3,2
O=C(C1CCOCC1)N1CCCC(N2CCN(c3ccc(F)cc3)CC2)C1 (configuration not stated),-7,20,-7,3,13,0,11,-2,-3,3
Cc1ccc(NC(=S)N(CCN(C)C)Cc2cccs2)cc1,-5,8,-6,-1,2,-1,-2,4,-8,-9
COc1cccc(NC(=S)N(CCCN2CCC(C)CC2)Cc2cccs2)c1,-6,-1,-17,9,9,1,10,1,-2,-5
CC(=O)c1ccc2noc(-c3ccc(C)cc3)c2c1,-28,-2,-8,-13,3,-22,-1,6,-5,14
c1ccc(-n2nnnc2-c2cnc(-c3cccnc3)nc2-c2cccs2)cc1,-28,-3,-12,-71,-9,-19,-12,1,-27,0

# Reformatted: 2 of the compounds above.
compound	PLCb3 inh	ARFGAP1 inh	ASAP1 inh	ADAM10 inh	SIAE primary	PLC-gamma1 inh	TDP2 inh	DDE Tn7 FP inh	ADAM17 inh	DDE Tn6 FP inh
O=C(c1ccccc1)n1nc(-c2ccccc2)nc1NCc1ccco1	0	7	16	-4	-1	-1	-6	-3	1	-4
O=C(O)c1ccc2c(c1)C(=O)N(N1C(=O)c3ccccc3C1=O)C2=O	-2	-1	-3	-4	6	-7	3	-7	-2	0

# 2 of the compounds above, with two lines to a compound.
# Screens in order: PLCb3 inh, ARFGAP1 inh, ASAP1 inh, ADAM10 inh, SIAE primary, PLC-gamma1 inh, TDP2 inh, DDE Tn7 FP inh, ADAM17 inh, DDE Tn6 FP inh
> O=C(c1ccccc1)n1nc(-c2ccccc2)nc1NCc1ccco1
  0, 7, 16, -4, -1, -1, -6, -3, 1, -4
> O=C(O)c1ccc2c(c1)C(=O)N(N1C(=O)c3ccccc3C1=O)C2=O
  -2, -1, -3, -4, 6, -7, 3, -7, -2, 0

# Following part:
SMILES,PLCb3 inh,ARFGAP1 inh,ASAP1 inh,ADAM10 inh,SIAE primary,PLC-gamma1 inh,TDP2 inh,DDE Tn7 FP inh,ADAM17 inh,DDE Tn6 FP inh
OCc1c(Cl)nc2ccccn12,1,-5,-5,-3,-6,2,-7,-3,2,-6
Nc1ccc2ccccc2c1[N+](=O)[O-],4,-3,-9,-7,3,0,-12,2,-2,1
CN(C)CC(O)CN1C(=O)N(CN2C(=O)N(CC(O)CN(C)C)C(=O)C2(C)C)C(C)(C)C1=O (configuration not stated),2,7,-3,-4,1,-3,0,-8,-3,-5
CCOC(=O)Cn1c(=O)oc2cc(S(=O)(=O)Nc3cc(Cl)ccc3OC)ccc21,9,2,2,0,1,4,-2,1,5,3
